High-throughput results from PubChem.
USP2a inh – qHTS Assay for Inhibitors of Ubiquitin-specific Protease USP2a Using CHOP2 as the Reporter; Potency, µM (series often up to 38.3 µM), inactives show at the highest dose activity change, negative = inhibition, actives largely listed as inhibitors; AID 463254, 2010; Ubiquitin carboxyl-terminal hydrolase 2 (Homo sapiens), O75604; 0.01% of 330,000 active; USP2 core, Ub-CHOP2 coupled fluorogenic reporter, 485/531;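 note: potency is the fitted concentration of half-maximal effect; plate controls were DMSO wells for no effect and full inhibition by NEM control for full effect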
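USP2 core (10nM final) preincubated 30min RT with compound in 20mM Tris-HCl pH 8.0, 2mM CaCl2, 2mM beta-mercaptoethanol, 0.05% CHAPS; 25nM Ub-CHOP2 plus 25nM reporter substrate added, fluorescence (Ex485/Em531) read after 60min.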
Tb PFK block – qHTS Assay to Find Inhibitors of T. brucei phosphofructokinase | T. brucei PFK, ADP-Glo luminescence | Potency, µM (highest dose often 57.5 µM), for inactives: at the highest dose activity, negative = inhibition, most hits filed as inhibitors | 0.17% of 330,000 active | AID 485367, 2010;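 note: potency is the fitted concentration of half-maximal effect; 0% = uninhibited 1x PFK enzyme wells and -100% = no-enzyme wells; nearly all actives have a fitted effect of over 60% in size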
Target sequence (O15648 whole entry, looked up): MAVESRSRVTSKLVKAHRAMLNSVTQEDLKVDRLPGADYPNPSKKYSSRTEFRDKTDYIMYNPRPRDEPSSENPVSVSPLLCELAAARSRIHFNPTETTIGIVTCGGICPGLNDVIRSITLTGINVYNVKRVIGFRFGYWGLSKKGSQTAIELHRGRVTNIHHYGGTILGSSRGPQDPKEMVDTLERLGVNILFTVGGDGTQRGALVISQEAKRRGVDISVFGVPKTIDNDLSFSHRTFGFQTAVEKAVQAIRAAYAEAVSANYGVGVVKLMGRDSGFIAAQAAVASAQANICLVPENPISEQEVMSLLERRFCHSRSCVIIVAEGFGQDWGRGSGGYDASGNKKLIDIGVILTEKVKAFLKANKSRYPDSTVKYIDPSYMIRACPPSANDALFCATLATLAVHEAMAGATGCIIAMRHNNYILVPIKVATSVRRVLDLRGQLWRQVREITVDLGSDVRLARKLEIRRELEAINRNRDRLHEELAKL
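Activity is normalized to no-enzyme wells (full inhibition) and 1.25 nM enzyme wells (no inhibition). Reaction: 0.5 mM F6P, 0.1 mM ATP, 45 min RT, ADP-Glo luminescence; concentration-response curves fitted and classed by quality.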
B2AR arrestin – qHTS assay of beta-arrestin-biased ligands of beta2-adrenergic receptor | AID 492947, 2010 | 0.02% of 330,000 active | Potency, µM (doses to about 46.1 µM), inactives show top-dose activation, most hits filed as activators | beta-arrestin recruitment to beta2AR, cell-based reporter;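 note: potency is the fitted concentration of half-maximal effect; 0% = DMSO controls and full agonism = EC100 isoproterenol or metaproterenol; nearly all actives have a fitted effect of over 65% in size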
ELG1 DNA repair – qHTS screen for small molecules that inhibit ELG1-dependent DNA repair in human embryonic kidney (HEK293T) cells expressing luciferase-tagged ELG1; HEK293T ELG1-luciferase reporter, luminescence, 16 h; DNA damage induced by 5-fluorouridine; Potency, µM (top dose mostly 46.1 µM), inactives show top-dose activity change, negative = inhibition, hits mostly inhibitors; 2.3% of 330,000 active; note: potency is the fitted concentration of half-maximal effect; % is set by controls: 0 for no effect and ±100 for the full control effect; nearly all actives have a fitted effect of over 55% in size
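In this reporter screen, reduction of luminescence relative to DMSO vehicle indicated activity. Compounds and 5-fluorouridine were added together to 2,000 cells per well, incubated for 16 hr at 37 °C, then developed with ONE-Glo.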
Mito fusion yeast – qHTS Assay for Small Molecule Inhibitors of Mitochondrial Division or Activators of Mitochondrial Fusion. S. cerevisiae fusion-defective mutant growth rescue, CellTiterGlo 48 h. 0.23% of 320,000 active. Potency, µM (highest dose often 46.1 µM), for the others: at the highest dose growth rescue (activation), actives largely listed as activators. AID 485298, 2010;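 note: potency is the fitted concentration of half-maximal effect; % of control where 0% means no effect; nearly all actives have a fitted effect of over 45% in size; temperature-sensitive fusion mutants such as fzo1-1 at 37 °C on non-fermentable ethanol glycerol medium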
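Read-out: ATP-based luminescence (CellTiterGlo, 10 min ambient) reporting growth of fusion-defective ts yeast after 48 hours at 37C on glycerol/ethanol YPEG medium in the presence of compound.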
TSG101-PTAP inh – qHTS Assay for Iinhibitors of HIV-1 Budding by Blocking the Interaction of PTAP/TSG101 | Potency, µM (titrated, usually from 115 µM), inactives show at the highest dose activity change, negative = inhibition, usual class: inhibitors | AID 493005, 2010 | Fluorescence polarization, FITC-PTAP peptide / Tsg101 binding | 340,000 tested, under 10 active; active = well fitted inhibition curve with a large enough effect in the main read-out, with a control signal flat, not every such curve was filed as active; inconclusive = small, poorly fitted or top-dose-only effect, or effect the other way, or a change in a side signal; inactive = no such curve, though single readings can be large or run the other way; note: potency is the fitted concentration of half-maximal effect; % of control where 0% means no effect
Target sequence (Q99816 whole entry, looked up): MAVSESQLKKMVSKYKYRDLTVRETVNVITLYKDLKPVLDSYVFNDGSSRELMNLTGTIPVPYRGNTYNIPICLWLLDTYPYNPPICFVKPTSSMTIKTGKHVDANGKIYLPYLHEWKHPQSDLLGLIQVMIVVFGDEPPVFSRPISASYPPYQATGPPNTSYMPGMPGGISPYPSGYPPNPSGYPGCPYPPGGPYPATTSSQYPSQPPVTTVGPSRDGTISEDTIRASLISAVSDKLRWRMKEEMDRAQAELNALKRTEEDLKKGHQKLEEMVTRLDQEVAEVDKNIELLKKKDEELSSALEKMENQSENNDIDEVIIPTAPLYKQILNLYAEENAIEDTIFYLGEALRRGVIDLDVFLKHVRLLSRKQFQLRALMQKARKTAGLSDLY
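Fluorescence anisotropy tracks displacement of a FITC-tagged PTAP peptide (50 nM) from the Tsg101 binding domain (10 uM), following a 20 min room-temperature incubation at pH 7.5.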
BCR signal inh – qHTS Assay to Find Inhibitors of Chronic Active B-Cell Receptor Signaling | ABC-DLBCL IkBa-CBG/CBR reporter, luminescence ratio, 4 h | AID 493014, 2011 | Potency, µM (top dose mostly 46.1 µM), without a hit: top-dose ratio change, negative = lower green/red ratio, usual class: inhibitors | 0.05% of 340,000 active; active = well fitted inhibition curve with a large enough effect in the signal ratio, with a control signal flat, not every such curve was filed as active; inconclusive = small, poorly fitted or top-dose-only effect, or effect the other way, or a change in a side signal; the % refers to the signal ratio;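 note: potency is the fitted concentration of half-maximal effect; plate controls were basal doxycycline-induced cells for no effect and cells given 10 µM MG132 for full effect; MG132 reads +100%, hits lower the ratio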
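TMD8 ABC-DLBCL cells carrying doxycycline-inducible green luciferase fused to IkappaBalpha plus unfused red luciferase were exposed to compounds (up to 46 uM) for 4 hrs at 37C. Activity came from the overlap-corrected green/red luminescence ratio.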
Eya2 inh – qHTS Assay for Inhibitors of the Phosphatase Activity of Eya2 | Protein phosphatase EYA2 (Homo sapiens), O00167 | recombinant Eya2, OMFP fluorescence dephosphorylation (OMFP is methylfluorescein phosphate) | 0.006% of 330,000 active | Potency, µM (top dose mostly 76.9 µM), for the others: top-dose activity, negative = inhibition, usual class: inhibitors; note: potency is the fitted concentration of half-maximal effect; % is set by controls: 0 for no effect and ±100 for the full control effect
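Eya2 (0.2 uM) preincubated 10 min at ambient with compound, then OMFP substrate added at 50 uM; 10 min reaction in 50 mM HEPES pH 7.5, 50 mM NaCl, 5 uM MgCl2, 0.05% BSA, 1 mM DTT. Fluorescence read at Ex 485/Em 525 nm.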
uPA surface inh – qHTS for Inhibitors of Cell Surface uPA Generation. cell surface uPA generation assay, qHTS. 0.31% of 330,000 active. Potency, µM (series often up to 38.3 µM), inactives show top-dose activity change, negative = inhibition, hits mostly inhibitors; active = well fitted inhibition curve with a large enough effect; inconclusive = small, poorly fitted or top-dose-only effect; inactive = no such curve, though single readings can be large or run the other way; tested in mouse RAW 264.7 cells; note: potency is the fitted concentration of half-maximal effect; % is set by controls: 0 for no effect and ±100 for the full control effect; nearly all actives have a fitted effect of over 55% in size
TSHR antag – Antagonists of the Thyroid Stimulating Hormone Receptor: HTS campaign; Thyrotropin receptor (Homo sapiens), P16473; TSHR-expressing cells, TSH-stimulated cAMP HTRF, 2 h; stronger effect = lower value; activity change, negative = inhibition, % at 11.5 µM; 0.2% of 330,000 active; AID 504810, 2011;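 active = activity change below a set negative limit, meaning inhibition stronger than a set level, cut at about -70% in these data; inconclusive = activity change between two set negative limits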; note: % is set by controls: 0 for no effect and ±100 for the full control effect
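Inhibition of cAMP made by TSHR-expressing cells under TSH stimulation (4nM final, EC80; 2 h, 37 deg C) is quantified with a one-step lysis HTRF kit, anti-cAMP cryptate versus cAMP-d2.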
TCR act – Activators of T cell receptors: qHTS campaign | 330,000 tested, under 10 active | Potency, µM (top dose mostly 9.22 µM), inactives show at the highest dose activation of IL-2 secretion, actives largely listed as activators | primary human leukocytes, anti-CD3, IL-2 HTRF, 48 h; note: % of control where 0% means no effect
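Activity was scored as IL-2 release from primary human leukocytes given only a TCR signal (a-CD3 beads) plus compound for 48 hr. Detection used a two-antibody HTRF format read at 665nm.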
* marks the source's active call; other numbers are inactive results; ? = inconclusive; . = no result given; [ ] = remark or other dose. Unless noted, calls come from the whole dose curve; as a rule, active = well fitted curve in the direction sought with a large enough effect; inconclusive = small, poorly fitted or top-dose-only effect, or another doubt; inactive = no such curve, though single readings can be large; an effect the other way counts as inactive or inconclusive.

SMILES | USP2a inh | Tb PFK block | B2AR arrestin | ELG1 DNA repair | Mito fusion yeast | TSG101-PTAP inh | BCR signal inh | Eya2 inh | uPA surface inh | TSHR antag | TCR act
Cc1cc(/C=N/O)c(C)n1-c1cccc(Cl)c1 | -8% | -1% | -0.1% | -2% | -4% | -1% | 2% | 1% | -5% | 3 | -3%
CCNC(=S)NC1CC2CCCC(C1)N2Cc1ccc(C)cc1 (stereo unspecified) | -1% | 0% | 0.4% | -8% | -9% | 1% | 4% | -4% | 5% | -4 | .
O=C(Nc1cccc(F)c1)NC1CC2CCCC(C1)N2C1CC1 (stereo unspecified) | 0% | 0% | -1.2% | -3% | -1% | 0% | -1% | -5% | -1% | 6 | -12%
Cc1cc(C(=O)CSc2n[nH]c(N)n2)c(C)n1-c1cc(F)ccc1F | 3% | -12% | -1.1% | ? | -2% | -9% | ? | 20% | -8% | 16 | 2%
COc1ccc2[nH]c3c(c2c1)CCn1c-3nc2sc(C(=O)Nc3ccccc3)c(C)c2c1=O | 2% | 2% | -0.1% | 28% | -6% | . | -7% | 0% | . | -2 | -4%[46.1 µM]
CC1(C)CC(=O)C(N=Nc2ccc(F)cc2)=C(O)C1 | -9% | -4% | 0.1% | ? | -1% | 0% | 0% | 1% | 0% | 11 | 0%
O=C(CC1Sc2ccccc2NC1=O)Nc1ccccc1[N+](=O)[O-] (stereo unspecified) | 3% | 3% | -2.0% | -1% | 7% | -1% | -7% | 3% | -2% | 0 | 10%[46.1 µM]
COc1ccc(/C=N/NC(=O)c2ccc(=O)[nH]n2)cc1OC | 1% | 6% | 0.1% | 18% | -5% | -1% | -4% | 5% | 3% | -5 | 2%[46.1 µM]
C=CC[C@]12CCc3sccc3C1N(c1ccc(C(=O)OCC)cc1)C2=O (stereo partly specified) | -1% | -3% | 0.4% | 2% | -14% | -3% | ? | -1% | 6% | -11 | -1%
Cc1ccnn1CC(=O)N/N=C/c1cn[nH]c1-c1ccc(F)cc1 | 0% | 1% | -0.6% | ? | 3% | -11% | 4% | 2% | 4% | 6 | -2%
O=S(=O)(c1ccc2oc3ccccc3c2c1)N1CCCC1 | -1% | -2% | -0.9% | -17% | -2% | -6% | 6% | -2% | 3% | 5 | -3%[46.1 µM]
Cc1nc2c(C#N)c(C)[nH]n2c(=O)c1Cc1ccccc1 | -6% | -8% | -0.5% | -14% | 1% | -3% | 0% | 13% | 5% | 14 | -1%
CSc1nnc(-c2sc3cc(C(F)(F)F)cnc3c2-c2ccccn2)n1C | 1% | -1% | 0.1% | -2% | -3% | -8% | 7% | 9% | -6% | 5 | 8%
CCc1ccc(N2CC(C(=O)N/N=C/c3cc([N+](=O)[O-])ccc3O)CC2=O)cc1 (stereo unspecified) | 1% | 9% | 0.3% | ? | 0% | -7% | 4% | 17% | -7% | -8 | 1%
Cc1ncc(C[n+]2csc(CCOC(=O)CC3C4CC5CC(C4)CC3C5)c2C)c(N)n1 (stereo unspecified) | 6% | -3% | 12% | 6% | 0% | -3% | -3% | 3% | -2% | -4 | .
COc1cc(NC(=O)C2CCCCC2)c(OC)cc1NC(=O)c1ccccc1 | 0% | 2% | -0.2% | -11% | 1% | 0% | 15% | -8% | -4% | 0 | -3%
Cc1nnc(NC(=O)C2CCCN(S(=O)(=O)c3ccccc3C(F)(F)F)C2)s1 (stereo unspecified) | 4% | -1% | 0.0% | ? | 6% | 0% | -3% | -4% | -2% | -1 | -1%
O=C(c1ccco1)N1CCN(Cc2cc(=O)c(OCc3ccc([N+](=O)[O-])cc3)co2)CC1 | 9% | -3% | 0.3% | -12% | 0% | 0% | -7% | 10% | -4% | -3 | .
CC(=O)Oc1ccc(/C=N\NC(=O)c2cc3c(ccc4ccccc43)o2)cc1 | 0% | 3% | -0.5% | 2% | 0% | -1% | -1% | 3% | 5% | -17 | 3%
CCCCc1nnc(NC(=O)c2ccc3c(=O)n4c(nc3c2)CCC4)s1 | 1% | 2% | -0.3% | 0% | -3% | -3% | 2% | -29% | -1% | -11 | 7%
O=C(CSc1cccc[n+]1[O-])Nc1ccc(C(F)(F)F)cc1[N+](=O)[O-] | 0% | 1% | 0.2% | -1% | 1% | 0% | 0% | -1% | 2% | 2 | -6%
CCCSc1nc2sc3c(c2c(=O)n1CC)CC(C)(C)OC3 | 11% | -6% | 0.3% | ? | 1% | -7% | -4% | 16% | 0% | -7 | -3%
O=C(Cc1ccc(Cl)cc1)NCCCNC(=O)c1cccnc1 | 7% | -28% | 0.0% | ? | 1% | -5% | 4% | 6% | -2% | 8 | 6%
Cc1ccccc1CNC(=O)C(=O)NCC1CCCN1S(=O)(=O)c1cccs1 (stereo unspecified) | 0% | 0% | -0.1% | -40% | 11% | 0% | ? | -10% | 3% | 15 | -4%
N#CCc1ccc(NS(=O)(=O)c2cccs2)cc1 | -2% | 4% | -0.1% | -6% | 4% | 0% | 1% | 13% | 5% | 17 | -3%
(list continues)
SMILES | USP2a inh | Tb PFK block | B2AR arrestin | ELG1 DNA repair | Mito fusion yeast | TSG101-PTAP inh | BCR signal inh | Eya2 inh | uPA surface inh | TSHR antag | TCR act
CC1CN(C(=O)Nc2ccc3c(c2)OCCO3)CC(C)O1 (stereo unspecified) | 3% | -9% | -0.1% | ? | 21% | -1% | 0% | -20% | 8% | 0 | -3%
Cc1ccc(NNC(=O)c2ccc(Cl)cc2)nn1 | 1% | -5% | -0.6% | 0% | -4% | -1% | -3% | -25% | -5% | 1 | 1%
C=CCN(C(=O)CNC(=O)c1ccco1)C(C(=O)NC1CCCC1)c1ccc(OC)cc1 (stereo unspecified) | 1% | -14% | 0.4% | 9% | -3% | 3% | 2% | -8% | 13% | 25 | -69%
Cc1ccc(C(=O)N2CCN(S(=O)(=O)c3ccccc3)CC2)s1 | 0% | 16% | 0.0% | -7% | -7% | -3% | 6% | 25% | -6% | -4 | -3%
CCC(c1nnc(SCC(=O)Nc2ccc(N3CCOCC3)cc2)n1Cc1ccccc1)N(C)C (stereo unspecified) | -2% | -5% | -0.8% | 2% | -3% | 1% | -7% | -1% | -4% | -4 | 3%
COc1cc2c(cc1NC(=S)NC(=O)/C=C/c1ccco1)oc1ccccc12 | 0% | 0% | -1.6% | -8% | -6% | 1% | ? | -3% | 1% | -9 | 8%[46.1 µM]
CN1CCc2c(sc(/N=C/c3cc(C(C)(C)C)ccc3O)c2C#N)C1 | 0% | 2% | -0.4% | -2% | 4% | -6% | 1% | -23% | -1% | -6 | 1%

Laid out differently: four of the compounds above
smiles,USP2a inh,Tb PFK block,B2AR arrestin,ELG1 DNA repair,Mito fusion yeast,TSG101-PTAP inh,BCR signal inh,Eya2 inh,uPA surface inh,TSHR antag,TCR act
Cc1nnc(NC(=O)C2CCCN(S(=O)(=O)c3ccccc3C(F)(F)F)C2)s1 (stereo unspecified),4%,-1%,0.0%,?,6%,0%,-3%,-4%,-2%,-1,-1%
Cc1ccccc1CNC(=O)C(=O)NCC1CCCN1S(=O)(=O)c1cccs1 (stereo unspecified),0%,0%,-0.1%,-40%,11%,0%,?,-10%,3%,15,-4%
CC(=O)Oc1ccc(/C=N\NC(=O)c2cc3c(ccc4ccccc43)o2)cc1,0%,3%,-0.5%,2%,0%,-1%,-1%,3%,5%,-17,3%
Cc1cc(/C=N/O)c(C)n1-c1cccc(Cl)c1,-8%,-1%,-0.1%,-2%,-4%,-1%,2%,1%,-5%,3,-3%
